HTRA1 inhibitor = HTRA1 serine protease inhibitors, primary screen, biochemical, fluorescence polarization, HTS. inhibition, % at 5.96 µM. actives 0.5% (n = 340,000). Q92743. recombinant HTRA1, FP-rhodamine activity-based probe; in the data active = inhibition above about 36%;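 note: 0% = enzyme with DMSO and 100% = wells lacking enzyme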
UHRF1 MBD2 ctr = UHRF1 methylated DNA binding inhibitors, primary screen, counter-screen for MBD2 inhibitor project, biochemical, TR-FRET, human UHRF1, single concentration | actives 0.75% (n = 370,000) | UHRF1 binding to methylated oligo | AID 687016, 2013 | inhibition, % at 4.4 µM | E3 ubiquitin-protein ligase UHRF1 (Homo sapiens), Q96T88; in the data active = inhibition above about 21%;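 note: UHRF1 SRA domain binding a hemimethylated CpG hairpin DNA probe; 0% = median of test compound wells and 100% = reference inhibitor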
TCR-CD3 inh = inhibitors of human TCR-CD3 interaction, primary screen, biochemical, fluorescence, TAMRA-labeled TCR probe; inhibition, % at 9.4 µM; AID 651800, 2012; actives 0.37% (n = 360,000); in the data active = inhibition above about 19%;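 note: recombinant mutant TCR 2C K166C tagged with TAMRA read by polarization; 0% = receptor in buffer alone and 100% = receptor with positive control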
GC-B act = human GC-B receptor activators, primary screen, HEK293 GC-B cells, cGMP TR-FRET, EC30 CNP; activation, % at 10 µM; actives 0.11% (n = 370,000); 0% at EC30 CNP, 100% saturating CNP; Atrial natriuretic peptide receptor 2 (Homo sapiens), P20594;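 active = activation at 10 µM reaching about 35% in either raw or pattern-adjusted values, limit read from the data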
NPR1 activator = GC-A stimulated cGMP production enhancers – HEK293 GC-A cells, cGMP TR-FRET, EC30 ANP, primary screen; AID 1671463, 2021; 0% at EC30 ANP, 100% saturating ANP; Atrial natriuretic peptide receptor 1 (Homo sapiens), P16066; actives 0.14% (n = 370,000); activation, % at 10 µM; in the data active = activation above about 40%
rCAG binder = binders of r(CAG) RNA repeats, primary screen, biochemical, fluorescence; actives 1.3% (n = 370,000); r(CAG) RNA repeat, TO-PRO-1 dye displacement fluorescence; AID 651821, 2012; inhibition, % at 3 µM;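 active = inhibition above the plate cutoff, the mean of all test compounds on that plate plus 3 SD, cut at about 35% in these data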;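 note: 0% = DMSO alone and 100% = 100 µM mitoxantrone as full dye displacement; higher means more dye released from RNA so lower well fluorescence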
SIAE primary = human SIAE inhibitors, primary screen, biochemical, fluorescence polarization, FP-Rh probe, 1536-well HTS; Sialate O-acetylesterase (Homo sapiens), Q9HAT2; SIAE FP-Rh probe binding; inhibition, % at 9.66 µM; actives 0.69% (n = 370,000); AID 1053197, 2014;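 active = inhibition above a cutoff: mean of compounds within the control limits plus 3 SD of those, cut at about 17% in these data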;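 note: 0% = plate median of compound wells and 100% = probe without SIAE protein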
MBD2 inh = inhibitors of MBD2 binding to methylated DNA, primary screen, biochemical, TR-FRET, DNA-binding domain, human. actives 0.31% (n = 370,000). inhibition, % at 4.4 µM. Methyl-CpG-binding domain protein 2 (Homo sapiens), Q9UBB5. MBD2 binding to methylated oligonucleotide; in the data active = inhibition above about 13%
Target sequence (Q9UBB5 whole entry, looked up, the tested form may be a part): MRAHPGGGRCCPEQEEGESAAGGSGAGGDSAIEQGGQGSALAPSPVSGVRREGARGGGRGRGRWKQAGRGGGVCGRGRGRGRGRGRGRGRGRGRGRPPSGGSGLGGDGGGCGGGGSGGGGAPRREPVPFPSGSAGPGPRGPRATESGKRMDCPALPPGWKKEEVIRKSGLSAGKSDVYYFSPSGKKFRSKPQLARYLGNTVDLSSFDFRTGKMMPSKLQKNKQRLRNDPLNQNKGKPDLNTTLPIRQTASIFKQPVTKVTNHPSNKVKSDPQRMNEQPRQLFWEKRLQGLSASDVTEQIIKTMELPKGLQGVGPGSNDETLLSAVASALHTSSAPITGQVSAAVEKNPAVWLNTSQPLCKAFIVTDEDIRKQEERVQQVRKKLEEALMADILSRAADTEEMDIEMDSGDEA
PRMT1 FP inh = PRMT1 methyltransferase inhibitors, primary screen, biochemical, fluorescence polarization | recombinant PRMT1, activity-based probe fluorescence polarization | inhibition, % at 2.79 µM | actives 1.3% (n = 370,000) | AID 652257, 2013;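 active = inhibition above about 21% made by adding two undisclosed values, limit read from the data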
Target sequence (Q99873 whole entry, looked up): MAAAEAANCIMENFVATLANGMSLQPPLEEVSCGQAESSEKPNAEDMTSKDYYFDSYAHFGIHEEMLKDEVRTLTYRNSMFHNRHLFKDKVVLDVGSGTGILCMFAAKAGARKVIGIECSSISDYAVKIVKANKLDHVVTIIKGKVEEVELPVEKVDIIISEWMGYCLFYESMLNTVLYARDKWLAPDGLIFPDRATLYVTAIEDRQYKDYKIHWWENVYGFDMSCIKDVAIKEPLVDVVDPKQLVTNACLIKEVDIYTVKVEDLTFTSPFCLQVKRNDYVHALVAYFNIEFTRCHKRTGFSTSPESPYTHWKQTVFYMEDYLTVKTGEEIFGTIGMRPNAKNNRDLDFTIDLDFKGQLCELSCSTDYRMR
ABHD4 inh = ABHD4 inhibitors, primary screen, biochemical, fluorescence polarization, mouse. (Lyso)-N-acylphosphatidylethanolamine lipase (Mus musculus), Q8VD66. inhibition, % at 8.92 µM. purified mABHD4, FP-Rh probe fluorescence polarization. AID 720543, 2013. actives 0.54% (n = 370,000);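 active = inhibition exceeding the mean over every tested compound plus 3 SD, cut at about 30% in these data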;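 note: 0% = plate median of compound wells and 100% = S159A mutant with DMSO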
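Test system: mABHD4 protein; Read-out basis: % inhibition; Incubation: 45 min + 60 min at 25 °C; Repeats: single replicate; Technique: fluorescence polarization with parallel and perpendicular emission, 525/598 nm; Compound: 8.92 µM, single dose; Benchmarks: full inhibition S159A mutant plus DMSO, zero as sample-well median.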
Numbers without * were called inactive; . = not tested or not shown; & = joins results of further samples. Only part of the results is shown; rates above refer to the full screens.

SMILES	HTRA1 inhibitor	UHRF1 MBD2 ctr	TCR-CD3 inh	GC-B act	NPR1 activator	rCAG binder	SIAE primary	MBD2 inh	PRMT1 FP inh	ABHD4 inh
Cc1oc2cc3oc(=O)c(CC(=O)N[C@H](C(=O)N[C@@H](C(=O)O)c4ccccc4)C(C)C)c(C)c3cc2c1C	-7	5	7	4	3	25	1	3	-6	-4
Cc1nn(-c2ccccc2)c(C)c1NC(=O)COC(=O)Cc1ccccc1F	-5	-2	0	0	3	-2	-11	1	3	3
Cc1onc(-c2ccccc2)c1C(=O)N1CCCc2ccccc21	-2	2	2	5	-1	-4	-6	1	4	-5
Cc1ccc(OCC(=O)N2CCc3ccccc3C2)c(C)c1	-11	9	-5	-10	0	-10	-2	2	6	-10
O=C(CCc1nnc(CCCCc2ccccc2)o1)NCCN1CCOC1=O	1	1	2	-4	3	-5	3	4	-1	1
COc1cccc(/C(O)=C2/C(=O)C(=O)N(CCN3CCOCC3)C2c2cccnc2)c1 (stereo not given)	-3	2	-3	-1	2	-2	-3	3	1	1
O=C1NCCN1Cc1ccc(F)cc1	-2	5	-3	2	0	2	0	0	2	-4
O=C(O)/C=C/c1cccc(NC(=O)c2ccc(Cl)cc2)c1	-1	-1	5	-3	-1	2	-4	3	2	-1
Cn1c(N)cc(=O)n(Cc2ccccc2)c1=O	7	1	8	5	0	-1	-7	4	-1	6
CCN(CC)c1ccc(-c2nn3c(-c4ccccc4Cl)nnc3s2)cc1	.	0	.	9	0	9	0	-3	0	10
N#C/C(=C/c1ccc(-c2ccc(Br)cc2)o1)C(=O)NC1CCCCC1	-43	-1	-3	-4	6	4	-4	-2	-2	-5
CCN1C(=O)[C@H]2[C@@H](c3ccc(C)cc3)N[C@]3(CCCN(Cc4ccc(OC)cc4)C3=O)[C@H]2C1=O	5	1	9	1	2	0	-2	-6	-2	1
O=c1[nH]cnc(O)c1C(c1ccc2c(c1)OCO2)c1c(O)nc[nH]c1=O	8	0	4	1	2	-2	10	1	1	-4
COc1ccccc1N(C)S(=O)(=O)c1ccc(C(=O)Nc2nccs2)cc1	-9	4	-4	0	-2	1	-4	5	4	-5
CC(=O)c1cccc(S(=O)(=O)N2CCC(n3nnc4cc(F)ccc43)CC2)c1	1	3	0	-6	-9	-2	3	3	2	1
COc1cc(NC(=O)COC(C)=O)cc(OC)c1OC	5	1	8	10	0	3	2	2	-1	4
Cc1ccc(S(=O)(=O)N2C(=O)CCC2C(=O)NCc2ccco2)cc1 (stereo not given)	2	-6	6	2	0	3	3	1	-1	5
O=C(Nc1cccc2cccnc12)c1ccc2sc([C@@H]3O[C@H](CO)[C@H](O)[C@H](O)[C@H]3O)nc2c1	.	-4	0	0	3	5	-7	-2	-2	-1
CC(=O)Nc1cccc(NC(=O)CSc2ccc(-c3ccccn3)nn2)c1	-6	-3	-2	-2	-1	-2	-4	1	-4	-2
C=CCOC(=O)C1=C[C@H](c2cn(C(C)=O)c3ccccc23)C[C@H](OCc2ccc(CO)cc2)O1	-33	4	6	3	-2	3	-5	2	0	-7
Cc1noc(C)c1S(=O)(=O)Nc1ccc2c(c1)C(=O)N([C@H](C)CO)C[C@H](C)[C@@H](CN(C)C(=O)NC1CCCCC1)O2	4	-3	-7	5	1	1	7	-2	-1	3
O=C(NCCN1CCOCC1)C1CCC(=O)N1Cc1ccc(F)cc1 (stereo not given)	3	5	-5	1	1	0	6	3	0	1
O=C1/C(=C/c2ccc([N+](=O)[O-])cc2)C=C(c2ccccc2)N1c1ccc(O)cc1	-4	1	-5	-6	-5	9	6	2	-1	1
COC(=O)[C@H](C(C)C)N1CCc2nnn(CC3CCCCC3)c2-c2cc(F)ccc2S1(=O)=O	.	1	.	0	-1	0	-3	-6	-6	-3
CCN(CC)C(=O)CSc1nnc(CSc2ncccn2)n1C	4	-2	-6	3	4	0	-2	2	-3	-4
Cc1ccc(-c2onc(C)c2C)cc1S(=O)(=O)N1CC(C)Oc2ccccc21 (stereo not given)	-23	0	13	-4	-5	5	-9	2	2	-7
CCOc1cc(-c2n[nH]c(=S)n2Cc2ccccc2)ccc1OC(F)F	-9	-1	-2	-1	0	13	10	-1	7	1
COc1ccc(Cl)cc1C(=O)Nc1ccc(N(C)C(C)=O)cc1	-6	-2	5	3	-2	-5	-5	0	-3	-2
CCOC(=O)Cc1csc(NC(=O)CSc2nc(-c3ccccc3)c(C#N)c(=O)[nH]2)n1	-5	0	3	4	3	64*	-4	1	4	-9
CCOCC(=O)Nc1ccc(C)c(Cl)c1	7	-1	4	1	2	-1	-1	-2	2	-5
COc1ccc(S(=O)(=O)N2CCC(n3cnc4cc(C(F)(F)F)ccc43)CC2)cc1	2	2	1	-1	0	-3	-2	-3	0	-4
Cc1cc(C)cc(NC(=O)c2ccccc2NC(=O)CCC(=O)O)c1	2	0	10	3	-2	1	-1	-1	4	2
O=C(NCc1ccccc1)C(c1ccccn1)N(C(=O)c1csnn1)c1ccccc1F (stereo not given)	-1	3	7	-2	-4	-1	1	-2	1	0
COc1ccc(CC(=O)OCC(=O)Nc2cc(Cl)ccc2C)cc1	3	1	-3	-2	0	1	-2	2	-2	1
Cc1ccc2c(c1)C(=O)CC1(CCCCCC1)O2	-1	-1	-4	-3	2	4	-1	-5	4	-1
COCCN1C(=O)C(CC(=O)Nc2ccc(C(C)=O)cc2)SC1=Nc1ccccc1 (stereo not given)	-10&-8	-1&2	3&-3	-1&5	-3&1	2&-3	-4&0	-3&-2	-1&1	-16&-14

Three of the entries above in order of their number in PRMT1 FP inh, ascending:
| SMILES | HTRA1 inhibitor | TCR-CD3 inh | GC-B act | NPR1 activator | SIAE primary | MBD2 inh | PRMT1 FP inh | ABHD4 inh |
| --- | --- | --- | --- | --- | --- | --- | --- | --- |
| CCN(CC)C(=O)CSc1nnc(CSc2ncccn2)n1C | 4 | -6 | 3 | 4 | -2 | 2 | -3 | -4 |
| Cc1ccc(-c2onc(C)c2C)cc1S(=O)(=O)N1CC(C)Oc2ccccc21 (stereo not given) | -23 | 13 | -4 | -5 | -9 | 2 | 2 | -7 |
| CCOc1cc(-c2n[nH]c(=S)n2Cc2ccccc2)ccc1OC(F)F | -9 | -2 | -1 | 0 | 10 | -1 | 7 | 1 |

(cont.)
SMILES	HTRA1 inhibitor	UHRF1 MBD2 ctr	TCR-CD3 inh	GC-B act	NPR1 activator	rCAG binder	SIAE primary	MBD2 inh	PRMT1 FP inh	ABHD4 inh
CCOC(=O)c1c(CSCc2ccccc2)oc2ccc(O)c(CN(C)C)c12	-6	4	-8	-12	-18	12	-13	1	-3	1
CS(=O)(=O)N1CCC(C(=O)Nc2ccc3c(c2)OCO3)CC1	6	1	1	-4	-2	-2	-9	-1	-4	3
CC(=O)Nc1ccc(NC(=O)Cn2nc(C(=O)Nc3ccc(C)cc3)ccc2=O)cc1	-6	-1	5	2	3	12	-27	4	1	1
O=C(COc1ccccc1)Nc1ccccc1NS(=O)(=O)c1cccs1	-3	0	8	1	5	29	-4	0	0	-9
CS(=O)(=O)NC1c2cccc3cccc(c23)C1Sc1nncn1/N=C/c1ccco1 (stereo not given)	4	-3	-8	2	4	-2	-4	-3	2	-6
COc1ccc(CC(=O)Nc2ccc(S(=O)(=O)Nc3cc(OC)nc(OC)n3)cc2)cc1	-4	0	-2	1	-2	20	-10	4	4	5
COCCN1CSC(=S)N(Cc2ccco2)C1	6	-3	3	2	-2	4	-1	-6	13	1
CS(=O)(=O)Nc1ccccc1C(=O)Nc1cc(Cl)cc(Cl)c1	-4	0	4	10	4	13	-6	1	1	3
CCC(=O)N[C@H]1CC[C@@H](CCn2cc(C3CC3)nn2)O[C@@H]1CO	.	1	7	1	4	1	-3	0	-2	-6
Cc1nc(-c2ccccc2)cc(=O)[nH]1	1	2	-2	7	-1	4	-4	3	-3	4
CS(=O)(=O)Nc1ccccc1C(=O)N1CCOCC1	2	2	7	2	-2	1	2	1	-1	0
COc1ccc(CC2(CO)CCN(Cc3ccc4c(c3)CCO4)CC2)cc1	-7	1	9	-4	-4	-9	-1	3	-2	-5
COCCNC(=O)C(c1c[nH]c2ccccc12)N(C(=O)c1snc(C(N)=O)c1N)c1cccc(OC)c1 (stereo not given)	-5	1	3	-9	-27	-4	3	-7	1	1
O=C(NCc1ccccn1)C1CCN(S(=O)(=O)N2CCC3(CC2)OCCO3)CC1	2	3	-10	5	-3	-3	-3	-2	2	1
O=C1NC[C@H](CCCCN2C[C@H](Cc3ccc(O)cc3)N(Cc3ccccc3)C(=O)C2=O)N(CC2CCCCC2)C1=O	.	2	-8	-8	-5	6	7	6	-1	-1
Cc1cccc(OCc2nnc(SCC(=O)N(c3ccccc3)C3CCS(=O)(=O)C3)o2)c1 (stereo not given)	2	-3	-1	0	-4	-2	-11	2	-1	-7
COC(=O)c1[nH]c2ccc(C)cc2c1NC(=O)CN1CCN(c2ccccc2)CC1	-4	-2	10	-1	4	-7	13	-4	-2	5
CCN(CC(=O)Nc1ccccc1OC)C(=O)c1ccc(NS(=O)(=O)c2ccc(C(C)=O)cc2)cc1	-1	2	4	0	2	7	7	3	3	5
CN(C)[C@H]1CCN([C@@H]2CS(=O)(=O)N[C@H]2COCc2ccccc2)C1	.	6	-2	-6	1	3	17	7	2	-4
Cc1ccc(SCC(=O)Nc2oc(C)c3c(C)n[nH]c(=O)c23)cc1C	-10	1	-3	-11	-3	4	-9	6	7	1
CC(C)C(NS(=O)(=O)c1cccc2nsnc12)C(=O)Nc1nc2ccc(Cl)cc2s1 (stereo not given)	-3	2	-5	-9	8	1	6	2	1	-2
CC1CCN(S(=O)(=O)c2c[nH]c(=O)[nH]c2=O)CC1	5	1	-4	4	6	-2	3	2	-2	2
Cc1noc(NS(=O)(=O)c2ccc(NC(=O)c3cccc(S(=O)(=O)N(C)c4ccccc4)c3)cc2)c1C	-13	12	0	2	-4	73*	-8	3	2	4
CN(CC(=O)Nc1ccccc1C(F)(F)F)C(=O)CSCc1ccccc1	-9	0	2	5	-2	-5	-1	0	1	4
COc1ccc(-c2ccc(C(=O)NCCN3CCOCC3)c3occc23)c(C)c1	.	-1	-14	6	7	-1	-8	5	2	2
CCN1CCN(C(=S)Nc2ccc3nc(N4CCN(C)CC4)cc(C)c3c2)CC1	8	0	2	2	-2	-5	6	-1	0	4
CCOC(=O)Nc1ccc2c(c1)ncn2C1CCCCC1	-3	7	-3	2	2	-5	-4	12	2	-13
C[C@H](NC(=O)c1nc[nH]c1C(=O)NCCCCCNC(=O)OC(C)(C)C)c1ccccc1	-15	1	-5	1	-5	-3	6	0	1	-4
Cc1ccccc1C(=O)Nc1ccc(Cl)cn1	-5	4	-4	-2	2	0	9	-2	1	3
CCN(CC)CCCNC(=O)c1ccc(S(=O)(=O)Nc2ccc(C)c(C)c2)cc1	3	0	2	3	-3	5	-6	-1	-1	6
CSc1ccc(CN2CCC(N3CCC(C(=O)NC4CC4)CC3)CC2)cc1	-4	0	1	2	1	3	4	-6	-4	-2
